High-throughput results (PubChem BioAssay)
SIAH1 antagonists = Siah-1 peptide-binding antagonists, primary screen, biochemical, fluorescence polarization, rhodamine-plectin, uHTS (AID 1817); Siah-1 / rhodamine-plectin peptide fluorescence polarization; higher % means a stronger effect; displacement, % at 20 µM, or IC50 in µM where a hit was titrated; actives 0.02% (n = 290,000);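 active = displacement of at least 50% at 20 µM, with a fluorescence ratio check between 0.3 and a set limit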;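 also: plate controls were Siah plus tracer with DMSO for no effect and tracer alone without Siah for full effect; strong numbers were not always called active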
LYP inhibition = PTPN22 lymphoid phosphatase activity blockers – biochemical, fluorescence intensity, uHTS (AID 1779). recombinant LYP phosphatase, fluorescence intensity; higher % means a stronger effect. actives 0.054% (n = 290,000). one-dose inhibition, % at 11.5 µM; IC50 in µM for titrated hits;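 also: plate controls were vehicle with enzyme for no effect and no enzyme for full effect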
KOR beta-arrestin-1 = KOR agonists, beta-arrestin recruitment, primary screen, cell-based, luminescence, uHTS (AID 1777) | one-dose activation, % at 10 µM; EC50 in µM for titrated hits | KOR beta-arrestin recruitment, luminescence; higher % means a stronger effect | actives 0.02% (n = 280,000); in the data active = activation above about 50%, passing the limit was not always enough; also: a part of the inactive calls stands beside numbers as strong as those of hits
NOD1 NF-kB reporter = NOD1 signaling inhibitors, primary screen, cell-based, luminescence, uHTS (AID 1578) | NOD1-driven NF-kB luciferase reporter cells, luminescence; higher % means a stronger effect | inhibition, % at 4 µM; hits with a dose series show EC50 in µM | actives 1% (n = 290,000); in the data active = inhibition mostly above about 36%, no sharp cut-off; inactive = mostly below about 34%;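 also: HEK-293T reporter cells stimulated with the NOD1 agonist gamma-tri-DAP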
KOR beta-arrestin-2 = KOR antagonists, beta-arrestin recruitment, cell-based, luminescence, uHTS (AID 1778); KOR beta-arrestin recruitment, luminescence, antagonist mode; higher % means a stronger effect; inhibition, % at 10 µM; hits with a dose series show IC50 in µM; actives 0.091% (n = 290,000); also: strong numbers were not always called active
HIV fusion peptide = inhibitors of HIV fusion peptide binding, primary screen, biochemical, uHTS, fluorescence dequenching (AID 1986) | cell-free peptide binding, fluorescence dequenching, 30 min; higher % means a stronger effect | inhibition, % at 20 µM; hits with a dose series show IC50 in µM | actives 0.3% (n = 290,000); in the data active = inhibition mostly above about 52%, no sharp cut-off; inactive = mostly below about 76%; also: some results filed as inactive read as strong as hits
Myeloid diff MLP = myeloid differentiation induction; AID 624256; ER-HoxA9 myeloid progenitors, lysozyme-GFP differentiation, flow cytometry; actives 1% (n = 360,000); calls only at 10 µM;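 active = normalized GFP-positive differentiation at or above the plate's own cutoff, the solvent-only control mean plus 3 SD; inconclusive = no clear call, values can overlap the other calls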;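 also: cells exposed to compound for four days before flow analysis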
Salmonella PhoP GFP = PhoP-dependent GFP reporter repression – Salmonella Typhimurium, primary screen (AID 1863). S. Typhimurium PhoP-regulated promoter GFP reporter, 4 h; higher % means a stronger effect. inhibition, % at 50 µM; hits with a dose series show IC50 in µM. actives 0.16% (n = 300,000);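 active = inhibition over 29.93%, a cutoff 3 SD above the screen mean, later confirmed by dose response; inconclusive = inhibition over 29.93% but no dose response follow-up; inactive = inhibition at most 29.93% or unconfirmed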;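 also: 0% = low Mg2+ inducing control and 100% = high Mg2+ repressing control; strong numbers were not always called active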
HEK293 NOD2/NF-kB = inhibition of NOD2-driven NF-kB reporter – cell-based, luminescence, uHTS, HEK293 (AID 1566); HEK293 NOD2/NF-kB luciferase reporter, luminescence; higher % means a stronger effect; inhibition, % at 4 µM; hits with a dose series show EC50 in µM; actives 0.63% (n = 290,000); also: many of its hits are not listed in these tables
Myeloid diff MLP GFP+ MAC1+ % = also measured in Myeloid diff MLP; calls as there; GFP+ MAC1+ double positive, %; measured here: differentiation confirmed by MAC1 staining
The depositor's hits bear a star; i = inactive; u = inconclusive; x = not tested or not shown; [ ] = another dose, or the depositor's remark. Rule as the data show it, unless noted: active = inhibition above about 50%; inactive = the rest.

SMILES	SIAH1 antagonists	LYP inhibition	KOR beta-arrestin-1	NOD1 NF-kB reporter	KOR beta-arrestin-2	HIV fusion peptide	Myeloid diff MLP	Myeloid diff MLP GFP+ MAC1+ %	Salmonella PhoP GFP	HEK293 NOD2/NF-kB
CCOC(=O)N1CCN(C(=O)c2c[nH]c3ccc(S(=O)(=O)N(C)c4ccc(OCC)cc4)cc3c2=O)CC1	7%	-8%	1.4%	10%	2%	3.0%	i	0.5	-3%	16%
O=C(COC(=O)c1cccc(S(=O)(=O)N2CCN(c3ccccc3)CC2)c1)NCC1CCCO1 (stereo not given)	9%	-2%	-1.5%	1%	31%	-0.6%	i	0.1	0%	3%
O=C(C1CCCN1S(=O)(=O)c1ccc(Cl)c(Cl)c1)N1CCOCC1 (stereo not given)	2%	7%	-0.8%	-14%	16%	-1.6%	i	1.5	6%	0%
COc1ccc(-c2nnnn2-c2ccccc2OC)cc1	-1%	-6%	8.4%	-8%	-7%	0.3%	i	1.8	7%	7%
CC(C)(C)c1nnc(NC(=O)c2ccc(Cl)nc2)s1	-2%	-4%	-3.6%	-49%	8%	0.5%	i	0.8	8%	-28%
Cc1ccnc(NC(=O)c2ccc3c(c2)C(=O)N(CCC(C)C)C3=O)c1	-1%	-6%	-0.1%	-7%	-7%	-1.1%	i	0.6	-7%	1%
Cc1cc(NC(=O)CSc2n[nH]c(CC(C)C)n2)no1	-2%	-4%	3.0%	-7%	-4%	0.0%	i	1.3	-4%	-13%
Cc1ccc(OCCOCCOc2cccc3cccnc23)c(Br)c1	-4%	-6%	2.0%	-18%	-20%	1.6%	i	0.4	-8%	-27%
CC(=O)Nc1ccc(NC(=O)C(=O)c2cn(CC(=O)N3CCCC3)c3ccccc23)cc1	0%	-4%	1.1%	-20%	-18%	-0.7%	i	3.0	-8%	5%
Cc1ccc(NC(=O)N2CCC(NC(=O)C(C)(C)C)CC2)cc1	-4%	-5%	-1.6%	24%	14%	-2.2%	i	0.8	-3%	4%
CS(=O)(=O)Nc1ccc(C2=NN(S(C)(=O)=O)C(c3cccs3)C2)cc1 (stereo not given)	-1%	-7%	9.6%	-22%	-24%	-1.1%	i	0.4	-1%	-14%
C#CCNC(=O)C1=C[C@H](c2ccc(C(F)(F)F)cc2)[C@@H](CCCO)[C@H](OCC)O1	1%	-5%	-2.5%	-21%	16%	-1.0%	i	0.2	-3%	4%
COc1ccc(OC)c(N2CC(O)(c3cccs3)[N+]3=C2SCCC3)c1 (stereo not given)	0%	-1%	0.1%	-32%	-1%	-0.7%	i	1.0	0%	11%
CC(=O)NC(Cc1ccc(F)c(F)c1)C(=O)NC1CCN(S(=O)(=O)c2ccc(C)cc2)CC1 (stereo not given)	-1%	-15%	-2.7%	-14%	-20%	-0.5%	i	0.9	x	-4%
CCCc1nc2sc3c(c2c(=O)[nH]1)CCCC3	3%	3%	5.8%	-53%	-6%	1.0%	i	0.2	-4%	-6%
Cc1cc(=O)oc2n[nH]c(-c3ccccc3)c12	5%	3%	-3.7%	-35%	8%	0.3%	i	0.9	16%	1%
COCCNC(=O)CSc1nc2ccccc2c(=O)n1CC1CCCO1 (stereo not given)	2%	-5%	-1.6%	-21%	2%	-4.1%	i	0.8	-3%	-11%
CCOC(=O)CSc1ccc(S(=O)(=O)N2CCCCC2)cc1[N+](=O)[O-]	0%	-5%	3.2%	-12%	-44%	1.1%	i	0.7	5%	4%
C/C(=C\C(=O)c1ccc(Br)cc1)N1CCCCC1	1%	-2%	-2.3%	0%	25%	0.5%	i	5.6	-1%	11%
CCOc1ccc(CC(C(N)=O)C(N)=O)cc1CN(C)C	-1%	-4%	3.7%	1%	-6%	-2.6%	i	0.6	13%	9%
CCOc1nc(NC(=O)NS(=O)(=O)Oc2cccc(Cl)c2)nc(-c2ccccc2)n1	16%	-4%	2.3%	-42%	26%	0.1%	i	0.8	-1%	-20%
COc1ccc(-n2nc3c(N4CCC(C(=O)NCC(C)c5ccccc5)CC4)nnc(C)c3c2C)cc1 (stereo not given)	1%	-11%	-8.5%	-25%	-10%	5.1%	u	x	0%	4%
Oc1ccc(N2CCN(Cc3nc4ccccc4[nH]3)CC2)cc1	0%	-11%	-2.9%	-43%	-58%	0.4%	i	1.1	7%	-13%
O=C(Oc1ccc(C(=S)N2CCOCC2)cc1)c1ccc([N+](=O)[O-])cc1	-2%	-6%	-0.8%	-26%	-35%[20 µM]	-0.4%	i	0.1	-4%	8%

One compound at a time (already shown).
Profile of `CC(=O)NC(Cc1ccc(F)c(F)c1)C(=O)NC1CCN(S(=O)(=O)c2ccc(C)cc2)CC1` (stereo not given) : SIAH1 antagonists: -1%; LYP inhibition: -15%; KOR beta-arrestin-1: -2.7%; NOD1 NF-kB reporter: -14%; KOR beta-arrestin-2: -20%; HIV fusion peptide: -0.5%; Myeloid diff MLP: i; Myeloid diff MLP GFP+ MAC1+ %: 0.9; Salmonella PhoP GFP: x; HEK293 NOD2/NF-kB: -4%
Profile of `COCCNC(=O)CSc1nc2ccccc2c(=O)n1CC1CCCO1` (stereo not given) : SIAH1 antagonists: 2%; LYP inhibition: -5%; KOR beta-arrestin-1: -1.6%; NOD1 NF-kB reporter: -21%; KOR beta-arrestin-2: 2%; HIV fusion peptide: -4.1%; Myeloid diff MLP: i; Myeloid diff MLP GFP+ MAC1+ %: 0.8; Salmonella PhoP GFP: -3%; HEK293 NOD2/NF-kB: -11%

The results go on:
SMILES	SIAH1 antagonists	LYP inhibition	KOR beta-arrestin-1	NOD1 NF-kB reporter	KOR beta-arrestin-2	HIV fusion peptide	Myeloid diff MLP	Myeloid diff MLP GFP+ MAC1+ %	Salmonella PhoP GFP	HEK293 NOD2/NF-kB
CC(=O)Nc1nnc(SCc2cccc(F)c2)s1	2%	-1%	-2.3%	-5%	-19%	1.3%	i	5.0	-14%	-23%
Cc1ccc(-c2c[n+](CC(=O)Nc3ccccc3)c3n2CCC3)cc1	3%	-6%	2.4%	-11%	14%	-0.6%	i	0.4	-11%	12%
Cc1nn(-c2ccccc2)c(N)c1N=Nc1ccc(Cl)cc1	2%	-1%	-3.9%	-33%	-6%	-0.1%	i	1.1	-5%	-96%
Cc1ccc(NC(=O)CSc2ccc(-c3ccccn3)nn2)c(C)c1	-4%	-8%	7.2%	27%	-27%	2.1%	i	1.8	-1%	6%
Cc1cc(Cl)n2c(nc3ccccc32)c1C#N	3%	-6%	0.7%	-30%	-86%	-1.8%	u	x	7%	-105%
Cc1c(C(=O)NCCSCc2cccc(C(F)(F)F)c2)cnn1-c1ccc(F)cc1	2%	1%	x	-4%	8%	-0.2%	i	0.2	-9%	21%
COc1ccc(C2=NN(C(=O)c3ccccc3)C(c3cccc([N+](=O)[O-])c3)C2)cc1 (stereo not given)	4%	5%	0.2%	-3%	21%	-0.1%	i	0.3	-5%	3%
COC(=O)CCCC1=CC2=C(c3ccccc3)C(=O)C(C)(OC(=O)C3CCCC3)C(=O)C2=CN1Cc1ccc2c(c1)OCO2 (stereo not given)	-6%	6%	4.9%	-11%	11%	3.3%	i	0.9	-2%	-7%
CC1=NNC(=O)c2ccccc2O1	8%	-4%	4.2%	-23%	-57%[20 µM]	-0.9%	i	0.5	0%	7%
COc1ccc([C@@H]2C[C@@H](c3ccccc3)Oc3cc(C)cc(C)c32)cc1	7%	-3%	-2.1%	-7%	35%	-1.6%	i	1.7	1%	-11%
CCN(CC(=O)NCc1ccc(F)cc1)C(=O)Cc1ccc(OC)cc1	0%	-12%	-1.0%	24%	-5%	-1.6%	i	2.6	-3%	-6%
COc1cc(OC)c(C(=O)OCC(=O)c2cc(C)n(CC3CCCO3)c2C)cc1OC (stereo not given)	0%	-2%	-6.9%	-15%	4%	14%	i	1.0	7%	17%
CC(=O)NC(NC(=S)Nc1ccc(C)cc1C)C(Cl)(Cl)Cl (stereo not given)	14%	-2%	3.9%	-1%	34%	-1.3%	i	0.3	-1%	13%
Cn1c(-c2ccc(F)cc2)cnc1SCC(=O)Nc1ccccc1	-3%	-6%	x	31%	-44%[20 µM]	0.0%	i	0.5	-1%	10%
COC(=O)c1ccccc1NC(=O)Cn1c(CCC(=O)O)ccc1-c1cccs1	-5%	7%	3.0%	5%	-31%	6.9%	i	7.6	24%	10%
C=CCn1c(NC(=O)c2ccc(C)cc2)c(C#N)sc1=N	-3%	-6%	1.9%	-38%	-6%	-1.4%	i	0.5	-13%	10%
CCS(=O)(=O)c1ccc(O)c(NC(=O)CC2(CC(=O)O)CCCC2)c1	1%	-6%	0.6%	-7%	2%	0.5%	i	0.1	-14%	13%
Cc1ccc(C)c(NC(=S)N2CCCCC2CO)c1 (stereo not given)	-10%	-4%	-1.7%	6%	8%	-2.3%	i	0.1	-7%	7%
C[C@]12CCC(=O)C[C@@H]1CC[C@@H]1[C@@H]2CC[C@]2(C)C=CC[C@@H]12	-5%	-7%	4.4%	-2%	-5%	0.6%	i	1.6	-6%	-24%
CCOC(=O)Cn1cnc2c(nnn2Cc2ccc(Cl)cc2)c1=O	-2%	-8%	0.3%	0%	-4%	-2.5%	i	7.2	6%	-7%
CN(C)CCCN=C(NO)c1ccc(Cl)cc1Cl	1%	-4%	0.7%	-8%	3%	1.0%	i	0.4	6%	7%
O=C(COC(=O)c1n[nH]c2ccccc12)NC(=O)NC12CC3CC(CC(C3)C1)C2	0%	-3%	-2.5%	6%	-14%	-3.3%	i	1.2	39%	20%
O=C(Oc1ccc([N+](=O)[O-])cc1)c1cncc(Br)c1	2%	-6%	-3.1%	-9%	26%	-1.1%	i	0.0	7%	24%
Cc1sc2ncnc(Sc3ccccc3C(=O)O)c2c1C	-8%	-5%	-0.5%	-34%	-8%	1.5%	i	0.1	-8%	-13%
CC(C)(C)N(CC(=O)NC1CCCCC1)C(=O)CS(=O)CC(=O)Nc1ccc(F)cc1 (stereo not given)	6%	-14%	-0.9%	2%	-8%	6.9%	i	0.4	-2%	13%
O=C(Cc1nnc(NC(=O)Nc2ccc(Cl)cc2)s1)NCc1ccccc1	0%	-2%	-0.4%	-21%	-16%	3.1%	i	0.3	0%	16%
CCCCC(=O)c1ccc(O)cc1	0%	-11%	4.4%	5%	-30%	2.0%	i	3.8	13%	-6%
Cc1cc(C)n(-c2ccc(C(=O)N3CCc4ccccc43)cc2)n1	2%	-4%	3.0%	-44%	10%	1.2%	i	1.1	10%	-9%

Some of the entries so far, in CSV form:
Compound,SIAH1 antagonists,LYP inhibition,KOR beta-arrestin-1,NOD1 NF-kB reporter,KOR beta-arrestin-2,HIV fusion peptide,Myeloid diff MLP,Myeloid diff MLP GFP+ MAC1+ %,Salmonella PhoP GFP,HEK293 NOD2/NF-kB
Cc1cc(C)n(-c2ccc(C(=O)N3CCc4ccccc43)cc2)n1,2%,-4%,3.0%,-44%,10%,1.2%,i,1.1,10%,-9%
CCCCC(=O)c1ccc(O)cc1,0%,-11%,4.4%,5%,-30%,2.0%,i,3.8,13%,-6%

Not all compounds are listed; count on the stated rates, not on these rows.
